Compound activity from PubChem BioAssay.
OXTR potentiate: potentiates the human oxytocin receptor response; P30559; CHO-OTR cells, Fluo-8 calcium fluorescence, potentiator mode; 0% = oxytocin EC15, 100% = EC100; activation, % at 3 µM; 320,000 tested, 0.061% active;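 active = activation above that plate's cutoff, the mean activation of tested compounds plus 3 SD, cut at about 6.6% in these data, passing the limit was not always enough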;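 note: 100% uses oxytocin at 75 nM as the full agonist control; some results filed as inactive read as strong as hits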
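Material: CHO-OTR cells, human receptor; compound dosing: single dose, 3.0 µM nominal final compound concentration; schedule: 6 min compound pre-incubation at room temperature, 100 s kinetic read; measured by: kinetic Fluo-8 calcium fluorescence; read-out basis: % activation vs EC15 and EC100 oxytocin; controls: EC15 oxytocin alone as 0%, 75 nM oxytocin as 100%; replicates: singlicate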
V1aR counter: counter-screen for oxytocin receptor agonists: human V1a receptor agonists | P37288 | CHO-V1R cells, Fluo-8 calcium fluorescence, agonist mode; 0% DMSO, 100% 3 nM vasopressin | activation, % at 3 µM | 320,000 tested, 0.25% active | AID 2797;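 active = activation above the mean activation of all tested compounds plus 3 SD, per screening run, cut at about 20% in these data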;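 note: signal is peak over basal fluorescence ratio across a 100 second FLIPR read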
CHO parental Ca: counter-screen: ATP calcium response change in parental CHO cells | inhibition, % at 5.6 µM | parental CHO-K1, ATP-induced calcium, Fluo-8 fluorescence | 330,000 tested, 0.63% active;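 active = inhibition above that plate's mean sample inhibition plus 3 SD, cut at about 26% in these data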;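 note: 0% = ATP-challenged DMSO wells and 100% = DMSO wells without ATP; some compounds past the cut are filed as inactive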
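test system = CHO parental line | reagent = ATP stimulus | measured by = intracellular calcium via Fluo-8 no-wash fluorescent dye | control set = ATP and no-ATP DMSO wells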
CHO-K1 Ca antag: counter-screen for M1 antagonists: effect in parental CHO-K1 cells; ATP-induced calcium, Fluo-8 fluorescence; AID 602250; 360,000 tested, 0.6% active; inhibition, % at 3 µM;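 active = inhibition above a per-plate cutoff, the plate's mean sample inhibition plus 3 SD, cut at about 24% in these data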;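 note: 0% = DMSO plus EC80 ATP and 100% = DMSO alone without ATP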
CHO-K1 Ca ag: M1 agonist counterscreen hit in parental CHO-K1 cells | Fluo-8 calcium fluorescence; scaled to maximal ATP response, vehicle zero | activation, % at 3 µM | 360,000 tested, 0.48% active | AID 602248; in the data active = activation above about 15%;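 note: untransfected CHO-K1 host cells lacking M1 receptor as counterscreen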
CHO-K1 Ca PAM: M1 PAM counterscreen hit in parental CHO-K1 cells; ATP EC20, Fluo-8 calcium fluorescence; 0% at ATP EC20, 100% at ATP max; 360,000 tested, 0.02% active; activation, % at 3 µM; AID 602247;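 active = activation above the run cutoff, the mean activation of all test compounds plus 3 SD, cut at about 40% in these data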;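 note: peak over basal fluorescence ratio in a 140 s read after ATP addition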
TAAR1 antagonist: antagonists of human TAAR1 | CHO RD-HGA16 TAAR1, Fluo-8 calcium fluorescence, antagonist | inhibition, % at 3 µM | 360,000 tested, 1.5% active;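 active = inhibition above a per-plate cutoff, the mean inhibition of test compounds on that plate plus 3 SD, cut at about 49% in these data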;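 note: 0% = DMSO plus EC80 beta-PEA response and 100% = DMSO alone without agonist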
Target sequence (Q96RJ0 whole entry, looked up): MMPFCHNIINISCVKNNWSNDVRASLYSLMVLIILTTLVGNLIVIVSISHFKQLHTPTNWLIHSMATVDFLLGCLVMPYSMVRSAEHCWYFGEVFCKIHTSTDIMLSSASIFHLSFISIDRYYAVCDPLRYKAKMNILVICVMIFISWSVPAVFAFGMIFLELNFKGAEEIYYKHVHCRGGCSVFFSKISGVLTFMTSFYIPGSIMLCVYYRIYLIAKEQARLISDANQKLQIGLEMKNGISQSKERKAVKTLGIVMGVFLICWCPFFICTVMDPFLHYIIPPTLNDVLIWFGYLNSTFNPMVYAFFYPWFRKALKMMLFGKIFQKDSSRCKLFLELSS
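System: RD-HGA16 CHO cells with stable hTAAR1 and Gα16 | Probe or stimulus: EC80 β-phenethylamine stimulus | Dosing: 3 µM, single point | Times: Dye loading 75 min at 37 °C, then 30 min room temperature | Measured by: Fluo-8 calcium-sensitive fluorescence | Read-out basis: % inhibition of agonist calcium response | Replicates: n of 1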
CHRM1 agonist: activates human CHRM1 receptor | activation, % at 3 µM | AID 588814 | 360,000 tested, 0.33% active | P11229 | CHO-K1 hM1, Fluo-8 calcium fluorescence, agonist mode; 0% DMSO, 100% acetylcholine EC100;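 active = activation above the run's mean compound activation plus 3 SD, cut at about 16% in these data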;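 note: peak over basal fluorescence ratio within a 140 s kinetic read after compound addition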
Target sequence (P11229 whole entry, looked up): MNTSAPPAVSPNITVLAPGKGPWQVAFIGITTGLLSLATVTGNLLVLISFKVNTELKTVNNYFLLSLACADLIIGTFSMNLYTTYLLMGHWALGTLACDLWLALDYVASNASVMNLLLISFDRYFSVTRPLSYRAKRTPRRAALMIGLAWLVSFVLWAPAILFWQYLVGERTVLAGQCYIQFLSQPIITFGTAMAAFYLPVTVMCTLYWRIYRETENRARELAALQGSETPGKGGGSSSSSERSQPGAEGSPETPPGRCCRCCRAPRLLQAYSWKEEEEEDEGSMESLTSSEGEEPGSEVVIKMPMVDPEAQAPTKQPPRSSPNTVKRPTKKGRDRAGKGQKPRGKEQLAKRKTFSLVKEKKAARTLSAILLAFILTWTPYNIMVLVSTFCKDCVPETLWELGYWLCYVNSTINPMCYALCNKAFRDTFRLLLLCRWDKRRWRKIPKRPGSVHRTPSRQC
TAAR1 ag: agonists of human TAAR1 | activation, % at 3 µM | Q96RJ0 | CHO RD-HGA16 TAAR1, Fluo-8 calcium fluorescence; vehicle wells 0%, saturating PEA agonist 100% | 360,000 tested, 0.99% active;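 active = activation above the mean activation of all test compounds in the run plus 3 SD, cut at about 38% in these data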
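Test system: RD-HGA16 (CHO) cells co-expressing Gα16 and hTAAR1; dosing: one-point dosing at 3 µM (nominal); timing: 17-24 h seeding, 75 min 37 °C dye, 30 min RT; signal: kinetic Fluo-8 calcium fluorescence; read-out basis: % activation relative to PEA EC100 response; controls: DMSO and PEA EC100; replicates: n 1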
Starred values were filed as active, the others as inactive; . = no result given.

SMILES	OXTR potentiate	V1aR counter	CHO parental Ca	CHO-K1 Ca antag	CHO-K1 Ca ag	CHO-K1 Ca PAM	TAAR1 antagonist	CHRM1 agonist	TAAR1 ag
CN(C)C(=O)c1cc([N+](=O)[O-])ccc1O	-18	0.7	-18	-11	0.1	3	18	-2	0
COc1ccc(CNc2nc(SCC(=O)NCc3ccco3)nc3ccccc23)cc1	-4	-0.5	-2	-3	16*	15	-16	-8	3
Cc1cc(=O)n(C(C)c2ccccc2)n1C(C)c1ccccc1 (centres undefined)	.	.	.	-13	1.7	24	12	-5	2
N#Cc1c2c(c(Nc3ccc(F)cc3)n3c1nc1ccccc13)CCCC2	.	.	.	-3	0.4	15	-22	-2	7
COC(=O)c1c(C(=O)OC)c(-c2ccc(Cl)c(Cl)c2)n2c1CCC2	-8	-1.4	-22	-7	0.6	19	.	-8	.
CCCCC(NC(=O)c1ccc(Cl)cc1)C(=O)O (centres undefined)	-4	-0.8	-3	8	0.3	-5	-19	-2	13
Cn1c(SCC(=O)NC2CCCC2)nnc1-c1ccc(S(=O)(=O)N2CCOCC2)cc1	4	-0.2	-6	-5	0.4	12	8	-6	9
O=C(NCCN1CCOCC1)c1c(O)nc2ccccn2c1=O	-10	-0.1	-8	-7	0.5	-2	6	-3	1
COC(=O)c1ccc(/C=N/Nc2nc(-c3ccccc3)cs2)cc1	-7	1.1	-6	-13	-0.2	14	-11	-6	7
COc1ccc(/C=C/C(=O)NCCc2c[nH]c3ccccc23)cc1OC	-13	1.4	-10	-3	3.2	10	36	-4	13
COc1ccccc1CNC(=O)c1cnn2c(C(F)F)cc(C)nc12	-15	-1.2	-12	-3	0.5	10	-11	-7	2
COc1cccc(/C=C/C(=O)OCC(=O)N2c3ccccc3CC2C)c1OC (centres undefined)	.	.	.	-4	0.1	-9	11	-4	1
O=C1C2CCCN2C(c2ccccc2F)N1c1cccc(Cl)c1 (centres undefined)	0	-0.5	3	17	0.4	-3	-4	-8	-2
CC(C)N1CCN(Cc2cccn2-c2cccnc2)CC1CCO (centres undefined)	1	0.9	-8	-2	-0.1	17	-4	-9	1
O=C(CSc1ncnc2nc[nH]c12)Nc1ccc(Br)cc1Cl	-18	1.9	-5	-18	5.3	22	-21	3	6
O=C(NCc1ccncc1)C1CCN(S(=O)(=O)Cc2ccccc2)CC1	-1	0.0	3	0	-0.2	-11	-4	-4	9
Cc1cc(Cl)cc(C)c1OCC(=O)N1CCN(c2ncccn2)CC1	-2	2.4	-17	-2	3.3	12	-16	-1	5
O=C(O)c1cccc(Nc2nc(-c3cc4ccccc4oc3=O)cs2)c1	.	.	.	-3	1.1	14	28	-2	0
CCCN(C(=O)COC(=O)CCOc1ccc(C)cc1)c1c(N)n(Cc2ccccc2)c(=O)[nH]c1=O	-7	-0.6	-1	0	1.1	-6	-12	-2	0
O=C(OCc1ccc(Cl)c(Cl)c1)c1ccccn1	-5	-0.9	3	-17	2.3	29	-1	-2	5
O=CNc1ccccc1	-2	0.5	-7	-12	0.3	4	-22	1	2
CC12CCC3c4ccc(OCC(=O)O)cc4CCC3C1CCC2=O (centres undefined)	.	.	.	-1	1.2	6	10	-1	1
CCC(CC)C(=O)N(C)c1c(C)nc2c(OCCOc3ccccc3)cccn12	.	.	.	-6	2.4	13	-42	-7	1
CNC(=O)COC(=O)c1ccc(Cl)c(S(N)(=O)=O)c1	1	1.1	-14	-11	0.6	22	-5	-2	1
COc1ccccc1CNS(=O)(=O)CCNC(=O)c1ccccc1	-9	-0.6	-3	9	0.4	9	6	-1	0
COc1ccc(NC(=O)c2c(C)cc(=O)oc2C)c(OC)c1	-3	0.0	-6	-5	-0.2	-1	-24	-2	-2
CC(NC(=O)C1CCC(C)(C(=O)O)C1(C)C)c1ccccc1 (centres undefined)	-19	-1.0	-3	-12	0.8	21	1	-3	-1
CC(C)CC(c1nnnn1CC1CCCO1)N1CCN(Cc2ccc3c(c2)OCO3)CC1 (centres undefined)	-3	0.3	-24	4	-0.8	-1	7	-8	3
COc1ccc(NC(=O)CCS(=O)(=O)c2cccc3nonc23)cc1Cl	-4	0.8	-18	-14	1.2	-7	-12	-5	2
O=C(c1cc(=O)c2ccccc2o1)N(Cc1ccccc1)C1CCS(=O)(=O)C1 (centres undefined)	-10	1.4	-15	-10	0.9	-9	-19	-1	1
Cc1cccc(N(C(=O)CCC(=O)Nc2cc(C)on2)C(C(=O)NC2CCCC2)c2ccc(C)o2)c1 (centres undefined)	2	-1.5	-18	13	0.1	-12	-2	-2	2
Cc1ccc(S(=O)(=O)N2CCOCC2)cc1NC(=O)COC(=O)c1cncc(Br)c1	-1	1.9	-2	2	1.1	3	-5	-5	2
S=C(NCCCN1CCOCC1)N1CCN(c2ccccc2)CC1	-1	1.0	-14	-52	2.0	38	3	-8	1
Fc1ccccc1CNc1ccc(Cl)cc1	-8	-0.8	-18	-11	-0.8	-3	27	-5	17
CCCOC(=O)NC(CC)COC(=O)Nc1cccc(C)c1C (centres undefined)	0	0.2	-9	4	1.0	17	-18	-4	-4
O=C(c1ccc(Cl)cc1)N1CCC(O)(CSc2ccccc2)CC1	-14	0.5	-2	11	3.0	0	-8	-1	8
CC(C)(C)OC(=O)N[C@@H](Cc1ccccc1)C(=O)N[C@@H](CO)[C@H](O)[C@@H]1C[C@@H]1C(=O)N1CCCC1	-2	1.5	-4	-13	0.8	20	3	-2	14
CCc1ccc(/C=C2\SC(=S)N(CCCC(=O)N3CCN(C)CC3)C2=O)cc1	.	.	.	6	4.9	7	-10	-5	7
CCOC(=O)c1cc(-c2cccc([N+](=O)[O-])c2)n[nH]1	-4	0.4	-6	-9	-0.2	10	-11	-1	-2
CC1(C(=O)NS(=O)(=O)C2CC2)CCN(C(=O)COc2ccc(Cl)cc2Cl)C1 (centres undefined)	.	.	.	-2	-0.2	8	-14	1	1
Fc1ccc2cnc(-c3cccnc3)cc2c1	-3	0.7	-10	-8	0.0	6	-3	-6	15
CCOc1ccc(-n2c(C)nc3c(cnn3-c3ccc(Cl)cc3)c2=O)cc1	.	.	.	-13	0.9	16	-13	-2	7
COc1cccc(C(=O)OCC(=O)NCCCc2ccccc2)c1	1	0.2	-4	-11	-0.6	-4	11	-6	-1
Cc1cccc(C)c1NC(=O)CCCSc1nnc(-c2ccc(F)cc2)n1-c1ccccc1	-4	0.3	-28	9	2.2	-9	-7	-8	3
CCC(Sc1nnc(-c2ccc(C)c(Cl)c2)n1CC)C(=O)Nc1nccs1 (centres undefined)	-22	8.6	14	-7	2.6	9	31	0	13
COC(=O)C1=C(C(=O)OC)[C@@H]2N(Cc3ccccc3)c3ccccc3[C@@]23C[C@@H](C(=O)OC)N(C(=O)COCc2ccccc2)C3=N1	-7	0.1	-3	-14	0.1	11	.	-6	.
Cc1onc(-c2ccccc2)c1C(=O)OCC(=O)N(C)c1ccccc1	4	0.4	-22	-17	0.8	15	-22	-3	4
Cc1cccc(CN2CCC(CNC(=O)CSc3cc(=O)n(C)c4cc(Cl)ccc34)CC2)c1	-1	0.3	-21	-5	-0.5	5	-8	-7	-2
COc1ccc(C)cc1C(=O)CCC(=O)NC1CCCCC1	0	0.7	-5	-10	0.3	11	-11	-3	0
CC(=O)Nc1ccc(Nc2cc(C)nc3c(-c4ccccc4)c(C)nn23)cc1	-6	2.1	-27	3	1.0	7	3	-11	3
Further structures.
SMILES	OXTR potentiate	V1aR counter	CHO parental Ca	CHO-K1 Ca antag	CHO-K1 Ca ag	CHO-K1 Ca PAM	TAAR1 antagonist	CHRM1 agonist	TAAR1 ag
O=C(NCCN1CCN(c2ccccc2)CC1)C1(S(=O)(=O)c2ccc(Cl)cc2)CC1	-2	-1.1	-16	-1	-0.2	16	10	-6	-2
CNC(=O)C(=O)NCC1CCCN1S(=O)(=O)c1cccs1 (centres undefined)	3	0.3	-5	9	0.8	1	-22	-2	2
CCN(CC)C(=O)Oc1ccc2oc(=O)cc(-c3cc4cccc(OC)c4o3)c2c1	-14	-1.9	-32	-2	1.0	6	25	-3	-3
Cc1ccc(-n2nnnc2SCC(=O)N2Cc3ccccc3CC2C(=O)O)cc1 (centres undefined)	6	-0.6	-18	-2	3.8	12	-9	-3	0
CCN(CC)C(=O)[C@H]1C[C@H](CC(=O)NC/C=C(\C)CCC=C(C)C)C(=O)N2CCc3c([nH]c4cc(CCC(=O)N(C)C)ccc34)[C@]12C	.	.	-10	4	0.5	-3	.	-10	.
CCOc1ccc(-c2c(C(=O)N/N=C/c3ccccc3)nnn2-c2nonc2N)cc1	-6	-0.8	-13	-7	0.8	-5	-15	-4	51*
CCOC(=O)N1CCN(C(=O)c2cn(-c3ccc(C)c(C)c3)c(=O)c3ccccc23)CC1	.	.	.	-5	2.3	9	-2	-3	17
CCOC(=O)C1(Cc2cccc(F)c2)CCN(Cc2cnn(CC)c2C)CC1	4	1.2	-26	-16	2.9	29	-8	-11	8
CC1(N=Cc2cc(Cl)ccc2O)COP(=O)(Nc2ccccc2)OC1 (centres undefined)	.	.	.	-15	0.5	-5	6	-4	1
Cc1cc[n+](-c2nc3ccccc3nc2C(=C=[N-])C#N)cc1	-8	1.0	-6	14	0.0	2	7	-2	6
COc1ccccc1-c1cc(C(F)(F)F)nc(N2CCOCC2)n1	-7	-1.4	-19	-14	-0.2	19	6	-3	15
COCCNC(=S)Nc1cc(OC)c(NC(=O)c2ccco2)cc1OC	0	0.8	1	-8	-0.3	28	9	-2	12
COc1ccc(CNC(=O)CN(Cc2ccc(Cl)cc2)S(C)(=O)=O)cc1	-6	1.7	-29	-17	3.0	30	-6	-5	0
CCCCCCCCN1[C@@H](CC(=O)OCC)c2cc(C(F)(F)F)ccc2S1(=O)=O	-13	0.3	-27	-7	-0.5	-23	18	-3	-1
O=C(CSc1nnc(C2COc3ccccc3O2)o1)N1CCCC1 (centres undefined)	-4	-1.0	-10	-6	0.4	-9	-21	-2	1
